Screens (PubChem)
Arrestin-AP2 inh – inhibitors of beta-arrestin/AP2 binding, primary screen, biochemical, GPCR trafficking, flow cytometry | beta-arrestin 1 C-terminal peptide binding to AP2 beta2-adaptin appendage (human) | FITC-arrestin peptide / GST-AP2 beads; AP2 beta2 appendage carries R879A mutation | inhibition, % at 10 µM | actives 0.31% (n = 340,000) | AID 504490, 2011;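 active = inhibition above a set limit, near 3 SD of compounds lacking own fluorescence, cut at about 54% in these data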;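 also: plate controls were DMSO wells for no effect and 5 µM unlabelled arrestin peptide for full effect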
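Test system: GST-tagged AP2 beta2-adaptin appendage (R879A) on 4 µm glutathione beads; also added: fluorescein-tagged arrestin peptide at 50 nM final; timing: 12 min plus 1 h, RT; signal: flow cytometry, FL1 (488/535 nm); read-out: percent drop in bead-associated FITC signal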
V-ATPase pHluor – regulators of yeast V-ATPase proton pumping, primary screen, pHLuorin cytosolic pH fluorescence. S. cerevisiae. response, % at 10 µM. actives 0.37% (n = 350,000). AID 504577, 2011; in the data active = response mostly above about 7.3%, no sharp cut-off; inactive = mostly below about 5.4%; also: actives read high; inactives centre near 0; some compounds called inactive have numbers as strong as hits; reference of the scale not given here
PKA-R2B activ – activators of PKA-R2B holoenzyme, primary screen, biochemical, fluorescence polarization, Cy5-IP20, human; cAMP-dependent protein kinase catalytic subunit beta (Homo sapiens) + cAMP-dependent …; PKA-R2B holoenzyme dissociation; R2B truncated from residue 108, S112A mutant; 0% DMSO only, 100% 113 µM cGMP; activation, % at 11.4 µM; actives 0.079% (n = 340,000);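 active = activation above a cutoff set at the mean over all compounds plus 3 SD, cut at about 18% in these data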;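 also: higher means more holoenzyme dissociation and a rise in polarization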
HTR5A ag ctr – HTR5A agonists in luminescence cell assay, primary screen, counter-screen for OPRM1-OPRD1 heterodimer agonist project, full-deck HTS | cell-based | activation, % at 9.3 µM | actives 0.61% (n = 340,000) | AID 504692, 2011; in the data active = activation mostly above about 9.5%, no sharp cut-off; inactive = mostly below about 7.6%;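 also: 0% = cells with vehicle only and 100% = reference agonist; strong numbers were not always called active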
PKA-R1A act – activators of PKA-R1A holoenzyme, primary screen, biochemical, fluorescence polarization, Cy5-IP20, bovine R1A, mouse PKAc; PKA-R1A dissociation; scaled: DMSO 0%, 113 µM cGMP 100%; activation, % at 11.4 µM; AID 504707, 2011; cAMP-dependent protein kinase type I-alpha regulatory subunit (Bos taurus) + …; actives 0.083% (n = 340,000);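 active = percent activation above the mean of all tested compounds plus 3 SD, cut at about 19% in these data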;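 also: higher means more PKAc released from R1A so a rise in polarization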
DAGLB inh – DAGLB lipase inhibitors, primary screen, biochemical, fluorescence, HTS. Diacylglycerol lipase-beta (Homo sapiens), Q8NCG7. HEK293T DAGLB membrane lysate, EnzChek fluorogenic substrate. AID 504411, 2011. inhibition, % at 5.17 µM. actives 0.059% (n = 340,000); in the data active = inhibition above about 34%;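 also: 0% = enzyme with vehicle and 100% = wells lacking enzyme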
DSG3 Ab inh – inhibitors of pemphigus antibody binding to DSG3, primary screen, biochemical, bead-based, flow cytometry, scFv-GFP | actives 0.48% (n = 310,000) | binding (percent of control), % at 10 µM | Desmoglein-3 (Homo sapiens), P32926 | DSG3-coupled beads, scFv-anti-DSG3-GFP binding; stronger effect = lower value | AID 588358, 2011;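 active = binding more than 3 SD below its plate's average and above zero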;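 also: hits lower antibody fragment binding to DSG3; some compounds called inactive have numbers as strong as hits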
HTR5A inv ag – HTR5A inverse agonists in luminescence cell assay, primary screen, counter-screen for OPRM1-OPRD1 heterodimer inverse agonist project, full-deck HTS; 5-hydroxytryptamine receptor 5A (Homo sapiens), P47898; HTR5A cell line, inverse agonism; inhibition, % at 9.3 µM; actives 0.083% (n = 340,000); AID 504634, 2011; in the data active = inhibition mostly above about 23%, no sharp cut-off; inactive = mostly below about 18%;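 also: 0% = cells with DMSO and 100% = no-cell wells with DMSO; some compounds called inactive have numbers as strong as hits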
MOR-DOR ag – agonists of OPRM1-OPRD1 heterodimerization, primary screen, cell-based, luminescence | Mu-type opioid receptor (Homo sapiens) + Delta-type opioid receptor (Homo sapiens), … | cells | activation, % at 9.3 µM | actives 0.3% (n = 340,000); in the data active = activation above about 18%;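 also: 0% = vehicle-treated cells and 100% = reference agonist; values of inactives mirror those of a sister screen read the other way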
Target sequence (P35372 whole entry, looked up): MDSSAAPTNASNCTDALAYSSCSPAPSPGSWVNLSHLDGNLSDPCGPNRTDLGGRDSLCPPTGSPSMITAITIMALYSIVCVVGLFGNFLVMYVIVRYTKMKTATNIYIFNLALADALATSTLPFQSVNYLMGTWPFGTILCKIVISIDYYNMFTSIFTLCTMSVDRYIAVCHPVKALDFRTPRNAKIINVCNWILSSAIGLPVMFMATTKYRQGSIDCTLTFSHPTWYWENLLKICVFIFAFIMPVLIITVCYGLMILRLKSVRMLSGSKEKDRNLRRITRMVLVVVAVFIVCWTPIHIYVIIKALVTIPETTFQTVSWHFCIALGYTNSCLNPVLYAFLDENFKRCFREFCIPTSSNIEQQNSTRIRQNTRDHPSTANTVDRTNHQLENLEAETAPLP
Target sequence (P41143 whole entry, looked up): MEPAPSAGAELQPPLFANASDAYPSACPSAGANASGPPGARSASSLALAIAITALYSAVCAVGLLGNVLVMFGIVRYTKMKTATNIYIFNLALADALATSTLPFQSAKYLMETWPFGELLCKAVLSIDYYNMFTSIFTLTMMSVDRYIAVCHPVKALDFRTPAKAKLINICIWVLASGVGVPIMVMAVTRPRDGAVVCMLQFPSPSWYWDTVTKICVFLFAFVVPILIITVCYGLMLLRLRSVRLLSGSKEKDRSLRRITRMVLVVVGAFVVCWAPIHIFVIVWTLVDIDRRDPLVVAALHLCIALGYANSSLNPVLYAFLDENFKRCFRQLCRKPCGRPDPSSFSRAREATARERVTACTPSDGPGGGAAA
MOR-DOR inv ag – inverse agonists of MOR-DOR heterodimerization, primary screen, cell-based, luminescence; Mu-type opioid receptor (Homo sapiens) + Delta-type opioid receptor (Homo sapiens), …; inhibition, % at 9.3 µM; cell-based MOR-DOR heterodimer luminescence, inverse agonism; actives 0.21% (n = 340,000); in the data active = inhibition above about 22%, passing the limit was not always enough;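 also: 0% = cells with DMSO and 100% = wells without cells with DMSO; values of inactives mirror those of a sister screen read the other way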
Starred values were filed as active, the others as inactive; i = inactive; x = not tested or not shown. Random draw from the library. Share with any hit: about 2.4%.

molecule	MOR-DOR ag	Arrestin-AP2 inh	MOR-DOR inv ag	HTR5A inv ag	DAGLB inh	PKA-R1A act	V-ATPase pHluor	DSG3 Ab inh	HTR5A ag ctr	PKA-R2B activ
CCOc1ccc(C(=O)NCC(c2ccco2)N2CCc3ccccc3C2)cc1 (configuration not stated)	-0.1	4	0	-3	-5	-6	2	100	-2	-2
C=CCN(C(=O)C1=NN(C2CCS(=O)(=O)C2)C(=O)CC1)c1nc(-c2ccc([N+](=O)[O-])cc2)cs1 (configuration not stated)	1.1	40	-6	8	3	-3	1	102	-3	8
CCOc1ccccc1NCc1cc(=O)oc2cc(C)ccc12	2.3	-3	-14	-38	-3	5	-1	102	-2	3
CCC1NC(=O)c2cc3ccccc3cc2-n2c1nc1cc(C)cc(C)c1c2=O (configuration not stated)	x	x	x	x	1	1	2	107	x	1
CCN(CC)CCNS(=O)(=O)c1ccc2[nH]cc(C(=O)O)c(=O)c2c1	0.4	29	-3	24	-2	-2	-5	102	-1	-5
Cc1ccc(CN2[C@@H](CC3CCCCC3)COCCS2(=O)=O)cc1	2.2	1	-12	23	-8	-8	-3	98	0	-12
COc1ccccc1-n1c(CNC(=O)COc2ccccc2)n[nH]c1=S	-0.8	2	4	-6	-2	-2	-6	86	-2	-9
CN1COc2ccc3ccccc3c2C1	-1.0	16	7	17	1	6	4	95	-6	-1
O=C(NCc1ccco1)c1ccc2c(c1)S(=O)(=O)c1ccccc1C2=O	2.4	1	-14	-8	2	3	-4	102	3	-11
Cc1nn(CCCC(=O)NCc2ccc(F)cc2)c(=O)c2nccn12	-0.3	2	2	-7	0	-1	0	110	1	1
c1ccc(N2CCN(Cc3ccnc4ccccc34)CC2)cc1	3.2	6	-16	-36	-7	-7	-4	104	2	4
O=C(CNC(=O)c1sc2ccccc2c1Cl)NCc1cccnc1	-0.8	0	4	21	2	-4	2	108	-1	1
CCOC(=O)CC1CCCCN1C(=O)CCCn1nnnc1CN1CCOCC1 (configuration not stated)	-0.6	14	4	1	-2	-3	6	98	1	-8
CC(=O)Nc1ccc(C(=O)OCC(=O)NCc2ccccc2)cc1	0.4	37	-2	6	-1	1	-10	99	-2	1
CCOC(=O)c1c(-c2ccc(OC)cc2)csc1NC(=O)CSc1ncnc2sccc12	-1.2	-4	7	-4	-10	-3	-3	88	0	-9
CC(=O)CC(=O)Nc1ncc(C(F)(F)F)cc1Cl	2.3	7	-13	10	-2	3	-2	104	-4	-1
N#CC1=C(N)NC(SCC(=O)c2ccccc2)=C(C#N)C12CCCC2	0.0	8	0	-26	0	-5	1	96	4	-4
O=C(COc1ccc(Cl)c(Cl)c1)NC1CCS(=O)(=O)C1 (configuration not stated)	-2.8	3	11	-9	-5	4	-1	97	2	-4
CC(C)(C)S(=O)(=O)N1Cc2cc(CO)cc(CCO)c2[C@H]1CCO	-2.4	-5	11	-10	-2	-9	-1	i	3	8
Cc1cc(Br)c2[nH]cc(CCNC(=O)c3ccco3)c2c1	-2.9	-6	15	22	2	-13	1	105	0	-20
Cn1c(=O)[nH]c(Nc2ccc(F)cc2)c([N+](=O)[O-])c1=O	-1.4	-11	9	10	5	-8	4	96	2	-5
O=C(C1COc2ccccc2O1)N1CCN(Cc2ccc(Br)cc2F)CC1 (configuration not stated)	2.0	-9	-11	-10	-5	7	3	107	4	-4
CCOC(=O)CSc1nnnn1-c1cc(OC)ccc1OC	-1.4	14	8	20	0	-3	1	98	1	-3
CCCOc1ccc(C(=O)Nc2ccc(C)cc2[N+](=O)[O-])cc1	-1.1	4	6	8	-2	3	-4	104	-3	-11
CC(C)(C)c1ccc(CCC(CC(=O)O)CC(=O)O)cc1	-1.7	2	9	4	2	-13	5	94	-2	-2
O=C1CN(C(=O)CSc2ccccn2)c2ccccc2N1	-1.1	1	5	1	2	-7	-1	x	0	2
O=Cc1c(NCCc2cccc(F)c2)c2ccccc2[nH]c1=O	-1.2	-1	6	1	0	-12	3	107	0	0
CCNc1nc(NCC)n2c(SCC(=O)NCC3CCCCC3)nnc2n1	-1.0	1	7	7	1	2	x	107	-2	-4
CN(CC(=O)Nc1c(Cl)cccc1Cl)C(=O)CNC(=O)C1CCCCC1	-0.7	16	4	-9	-5	-1	2	x	7	8
COc1ccc(NC(=O)C2C3C=CC(C3)C2C(=O)NCc2ccco2)cc1 (configuration not stated)	-2.4	26	12	18	-3	-2	2	97	-4	-2
COC(=O)c1ccc(CNC(=O)COC(=O)c2cc(Cl)nc(Cl)c2)cc1	-0.6	29	3	1	-3	3	1	97	0	-7
Cc1cccc(Nc2nc3c(c(=O)n(C)c(=O)n3C)n2CC(O)CO)c1 (configuration not stated)	-2.2	-2	12	-11	0	-5	-1	102	-1	-4
Cc1cc(NC(=O)COc2ccc(Cl)cc2Cl)n(CCC#N)n1	-2.4	-8	14	12	-1	11	-2	101	2	12
Cc1ccc(-c2cc(-c3ccc(F)cc3)n[nH]2)c(O)c1	3.5	40	-18	12	-6	-1	0	98	0	-10
COc1cccc(CNS(=O)(=O)c2c(C)nc3scc(C)n3c2=O)c1	-1.3	9	7	-1	-1	-5	2	100	-4	4
Cc1cccc(NC(=O)CSc2nc3[nH]ncc3c(=O)[nH]2)c1	-1.5	0	8	7	1	17	-1	98	6	-2
C/C(=N\NC(=O)Cn1nc(C)c(Br)c1C)c1cccs1	-3.6	-8	18	13	-1	-5	2	86	-1	-8
CC(=O)Nc1ccn(Cc2c(F)cccc2Cl)n1	-2.3	6	12	-8	2	-5	0	103	1	-14
CC(C)c1ccc(C2(C)NC(=O)N(CC(=O)NC3CCCC(C)C3C)C2=O)cc1 (configuration not stated)	3.7	1	-19	-4	-2	-4	-2	102	1	-14
O=C(CCCn1c(=S)[nH]c2cc3c(cc2c1=O)OCO3)N1CCN(c2ccccc2)CC1	1.4	-11	-7	-2	2	5	9	x	1	-5
NC(=O)C1CCN(C(=O)/C=C/c2cccc(Br)c2)CC1	-2.8	26	14	-2	2	-4	-3	100	1	-6
Cc1ccc(C)c(N(CC(=O)NC(C)C)C(=O)CCC(=O)Nc2ccccn2)c1	-4.1	2	19	-2	-1	-5	-1	99	0	2
Cc1ccccc1NC(=O)c1cccc(N2C(=O)C3CCCCC3C2=O)c1 (configuration not stated)	-0.9	-5	7	-16	0	0	0	92	5	-2
CCc1ccc(-c2cc(C)no2)cc1S(=O)(=O)Nc1ccc(C)cn1	-2.3	6	12	5	1	-3	2	91	-2	-7
COc1ccc(C(=O)Nn2c(C)nc3ccccc3c2=O)cc1[N+](=O)[O-]	-3.1	11	18	-5	0	4	0	94	1	5
Cc1ccccc1NC(=O)NC1CCCc2ccccc21 (configuration not stated)	0.5	-4	-2	-5	-4	-17	2	112	2	-5
O=C(c1ccc(Br)o1)N(Cc1ccccc1)c1ccccn1	-3.5	2	17	8	-2	-5	-2	100	-3	3
Cc1ccc(NC(=O)CCC(=O)OC(C(=O)c2ccc(C)c(C)c2)c2ccccc2)c(C)c1 (configuration not stated)	-4.7	-6	21	1	0	-4	-2	100	0	-18
CCCn1nc(C(=O)Nc2cc(C(=O)OC)ccc2C)c2ccccc2c1=O	1.5	19	-9	14	-1	1	-2	105	-1	-2
Cc1cccc(Nc2nc(N3CCCC3)nc(N3CCCC3)n2)c1	0.5	14	-3	5	-5	-3	2	x	-1	-5
CCOCCCNC(=O)C(NC(=O)c1ccccn1)c1ccc(C)cc1 (configuration not stated)	-3.1	6	18	-5	1	-4	0	92	0	-11
CS(=O)(=O)c1ccc(N2CCN(c3ccccn3)CC2)c([N+](=O)[O-])c1	1.9	19	-16	-5	0	12	2	103	2	4
CC(NC(=O)c1ccc(Cl)cc1)C(=O)NC1=NCCS1 (configuration not stated)	-2.5	3	14	0	1	-3	6	96	-5	-7
CCOC(=O)C1=CN(Cc2cccc(I)c2)S(=O)(=O)N(C)C1C (configuration not stated)	-0.6	-3	3	7	-7	-9	0	93	-2	-9
COc1ccccc1/C=C/C=N/n1c(-c2ccc(C)cc2)n[nH]c1=S	3.8	18	-23	16	1	2	2	90	0	10
CC(C)(C)c1ccc(OCCCC(=O)Nc2cccc(S(=O)(=O)N3CCOCC3)c2)cc1	3.5	7	-17	10	-4	-1	4	100	5	-5
Cc1snc(SCC(=O)N/N=C(\N)COc2cccc(C(F)(F)F)c2)c1C#N	0.7	6	-4	-6	0	7	0	81	2	6
CCN(CC)CCN(C)Cc1ccc(Br)cc1	-2.0	4	11	1	2	13	-1	97	4	6
Cc1ccc(Nc2nc(/N=C/NO)n[nH]2)cc1C	-1.4	-25	7	0	2	0	1	104	0	6
CCOC(=O)c1c(NC(=O)COC(=O)c2cnccn2)sc(C(=O)NC)c1C	-3.0	-9	17	-9	-1	-1	1	116	3	0

(next part)
molecule	MOR-DOR ag	Arrestin-AP2 inh	MOR-DOR inv ag	HTR5A inv ag	DAGLB inh	PKA-R1A act	V-ATPase pHluor	DSG3 Ab inh	HTR5A ag ctr	PKA-R2B activ
Cc1ccc2c(c1)N(CC(=O)NCc1cccs1)C(=O)C(C)O2 (configuration not stated)	-3.7	8	19	-9	-3	5	-5	x	3	4
COCc1cc(C)nc(OCC(=O)N/N=C/c2ccccc2)c1C#N	0.2	-1	-1	5	1	-5	0	106	-2	12
C=CCC[C@H](Cc1ccc(F)cc1)C(=O)OC[C@H](Cc1c[nH]c2ccccc12)NC(=O)[C@H](CC=C)CC(=O)N(CCO)Cc1ccccc1	3.3	-12	-19	-1	-6	-9	6	103	-6	-10
COc1ccc(CCN(C)C(=O)C23CC4CC(CC(Cl)(C4)C2)C3)cc1OC	-3.0	11	16	3	-2	4	-1	x	0	-11
N/C(=N\c1nc2c(c(=O)[nH]1)CCCC2)Nc1ccccc1	-1.0	22	5	5	0	-5	-6	98	4	10
